AID2073 – inhibitors of Mint1-CaV2.2 protein interaction, biochemical, HTRF (AID 2073) | HTRF protein-protein interaction, Mint1-CaV2.2; higher % means a stronger effect | inhibition, % at 20 µM, or IC50 in µM where a hit was titrated | Voltage-dependent N-type calcium channel subunit alpha-1B (Homo sapiens) | hit rate 0.19% among 290,000; in the data active means inhibition mostly above about 51%, no sharp cut-off; inconclusive means no clear call, values can overlap the other calls; inactive means mostly below about 53%; further: some results filed as inactive read as strong as hits
M1AAP inhibition – P. falciparum M1AAP inhibitors, biochemical, fluorogenic H-Leu-NHMec substrate, 1536-well (AID 1445); Aminopeptidase N (Plasmodium falciparum (isolate 3D7)); recombinant M1AAP, H-Leu-NHMec fluorogenic kinetic assay; higher % means a stronger effect; inhibition, % at 30 µM; hits with a dose series show IC50 in µM; hit rate 0.42% among 220,000;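 active means primary inhibition above the hit cutoff, then over 50% inhibition at one or more dose response concentrations, cut at about 23% in these data, passing the limit was not always enough; inconclusive means conflicting primary data, or primary hits not chosen for dose response; inactive means low primary inhibition, or under 50% at every dose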;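 further: plate controls were DMSO full reaction for no effect and no enzyme background for full effect; strong numbers were not always called active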
Dynein cargo inh – inhibitors of GR-EGFP nuclear translocation, primary screen, dynein cargo transport inhibitor project, imaging, high-content, 3617.4 mouse cells. test concentration mostly 20 µM; stimulated with dexamethasone, 1 µM; stronger effect = lower value. AID 1381, 2008. hit rate 0.47% among 220,000. z-score, hits read low;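 active means plate z-score of nuclear minus cytoplasmic receptor signal below a set negative limit, without overly bright fluorescence or cell loss, cut at about -3.5 in these data, passing the limit was not always enough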;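 further: z-score of nuclear minus cytoplasmic ring GR-EGFP intensity difference per well; some compounds called inactive have numbers as strong as hits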
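Buffer or medium: tet-free, stripped-serum medium; reagent: dexamethasone at 1.0 µM final, 30 min; incubation: 48 h induction, 1 h compound, 30 min dex at 37 °C; measured by: formaldehyde fixation, Hoechst nuclear stain, 10x automated fluorescence imaging; read-out: nuclear-to-cytoplasmic GR-EGFP distribution per well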
HEK293 NOD2/NF-kB – NOD2 signaling inhibitors, cell-based, luminescence, uHTS, HEK293 (AID 1566); HEK293 NOD2/NF-kB luciferase reporter, luminescence; higher % means a stronger effect; one-dose inhibition, % at 4 µM; EC50 in µM for titrated hits; hit rate 0.63% among 290,000; further: many of its hits are not listed in these tables
GPR55 beta-arrestin – GPR55 agonists via beta-arrestin recruitment, primary screen, imaging, U2OS cells, beta-arrestin-GFP redistribution (AID 1961); G-protein coupled receptor 55 (Homo sapiens); U2OS GPR55 beta-arrestin-GFP redistribution imaging; higher % means a stronger effect; activation, % at 10 µM, or EC50 in µM where a hit was titrated; hit rate 0.048% among 290,000;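 active means activation above 40% with more than 50 cells counted in the well; inconclusive means wells holding fewer than 50 cells, flagged as toxic or sparse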;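 further: U2OS osteosarcoma cells stably expressing GPR55 and beta-arrestin-GFP; plate controls were DMSO negative control for no effect and LPI positive control for full effect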
KOR beta-arrestin-1 – KOR antagonists, beta-arrestin recruitment, cell-based, luminescence, uHTS (AID 1778) | KOR beta-arrestin recruitment, luminescence, antagonist mode; higher % means a stronger effect | hit rate 0.091% among 290,000 | Kappa-type opioid receptor (Homo sapiens) | one-dose inhibition, % at 10 µM; IC50 in µM for titrated hits; further: strong numbers were not always called active
M17LAP inhibition – P. falciparum M17LAP inhibitors, primary screen, biochemical, fluorogenic H-Leu-NHMec substrate, 1536-well (AID 1619); hit rate 0.38% among 220,000; recombinant M17LAP, H-Leu-NHMec fluorogenic kinetic assay; higher % means a stronger effect; one-dose inhibition, % at 30 µM; IC50 in µM for titrated hits;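 active means compound inhibiting the enzyme by more than half at any dose during confirmatory dose-response retesting; inconclusive means strong single-dose inhibitors picked by rank but not retested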;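 further: plate controls were full reaction with DMSO carrier for no effect and no enzyme background for full effect; strong numbers were not always called active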
KOR beta-arrestin-2 – KOR agonists, beta-arrestin recruitment, primary screen, cell-based, luminescence, uHTS (AID 1777); Kappa-type opioid receptor (Homo sapiens); KOR beta-arrestin recruitment, luminescence; higher % means a stronger effect; activation, % at 10 µM; hits with a dose series show EC50 in µM; hit rate 0.02% among 280,000; in the data active means activation above about 50%, passing the limit was not always enough; further: a part of the inactive calls stands beside numbers as strong as those of hits
NOD1 NF-kB reporter – NOD1 signaling inhibitors, primary screen, cell-based, luminescence, uHTS (AID 1578); inhibition, % at 4 µM, or EC50 in µM where a hit was titrated; NOD1-driven NF-kB luciferase reporter cells, luminescence; higher % means a stronger effect; hit rate 1% among 290,000; in the data active means inhibition mostly above about 36%, no sharp cut-off; inactive means mostly below about 34%;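 further: HEK-293T reporter cells stimulated with the NOD1 agonist gamma-tri-DAP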
Dynein cargo inh cytoplasmic EGFP – further read-out of Dynein cargo inh, marked with its call; z-score; measured here: cytoplasmic GR-EGFP intensity; stronger effect = higher value
Dynein cargo inh nuclear GR-EGFP – also measured in Dynein cargo inh; calls as there; z-score; measured here: nuclear GR-EGFP intensity;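 lower value marks the stronger effect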
Dynein cargo inh cell count – further read-out of Dynein cargo inh, marked with its call; z-score; measured here: cell count per field
* hit, by the source's call; ? = inconclusive; · = not tested or not shown; [ ] = another dose, or the depositor's remark. Unless noted, no stated cut-off is given here; in the data, active means inhibition above about 50%; inactive means the rest. Not all compounds are listed. The share of hits here may be higher or lower than overall.

SMILES	AID2073	M1AAP inhibition	Dynein cargo inh	Dynein cargo inh cytoplasmic EGFP	Dynein cargo inh nuclear GR-EGFP	Dynein cargo inh cell count	HEK293 NOD2/NF-kB	GPR55 beta-arrestin	KOR beta-arrestin-1	M17LAP inhibition	KOR beta-arrestin-2	NOD1 NF-kB reporter
COc1cccc(-c2c(C(=O)N/N=C/c3ccoc3)nnn2-c2nonc2N)c1	13%	·	·	·	·	·	14%	-0.2%	1%	·	0.8%	-26%
CN1COc2ccc3ccccc3c2C1	-7%	3%	3.1	-0.1	1.9	-1	7%	0.1%	8%	-5%	-4.4%	-16%
CC(C)OCCCN1CN(S(=O)(=O)c2ccccc2)c2nc3ccccc3nc21	-9%	-1%	-0.28	-0.21	0.36	-0.16	7%	-0.1%	12%	15%	-3.8%	-12%
COC(=O)Nc1ccc2c(c1)N(C(=O)CCN(C)C)c1ccccc1CC2	10%	·	·	·	·	·	3%	-0.2%	10%	·	-3.5%	-20%
COc1ccc(-c2cc(=O)c3cc(OC)ccc3[nH]2)cc1	6%	12%	-0.5	-0.26	0.26	0.5	-135%	0.2%	-44%	-4%	3.0%	-38%
CCC(C)NC(=O)c1ccccc1NC(=O)C1COc2ccccc2O1 (stereo not drawn)	-10%	·	-0.12	-0.33	0.16	0.88	-15%	-0.1%	-2%[20 µM]	·	1.0%	-10%
CCCC(c1nnnn1Cc1ccc(OC)cc1)N1CCN(c2ccccc2)CC1 (stereo not drawn)	23%	-3%	2	-0.18	1.6	-0.64	-16%	0.0%	-3%	1%	-3.0%	-12%
CC1CCCCN1CCCn1c(=S)[nH]c2ccccc2c1=O (stereo not drawn)	-15%	6%	0.0028	-0.22	0.092	0.17	7%	0.1%	20%	12%	-3.6%	-22%
Clc1ccc2nnnc(-c3ccccc3)c2c1	8%	10%	-0.25	-0.27	-0.22	0.54	39%	-0.2%	14%	14%	-0.4%	63%*
Cc1c(C)n(C(=O)CSc2nncn2C)c2ccccc12	-4%	4%	-0.75	-0.15	-0.49	0.46	7%	-0.2%	8%	3%	6.0%	-18%
CC(c1ccco1)N(C(=O)c1cccc(S(=O)(=O)N(C)C)c1)c1ccccn1 (stereo not drawn)	6%	·	·	·	·	·	10%	-0.1%	-23%	·	1.2%	-34%
O=C(CNCc1ccccc1)NCCCN1CCCC1=O	-6%	·	·	·	·	·	-3%	0.4%	5%	·	-6.0%	-7%
c1ccc2nc3c(nc2c1)c1ccccc1n3CCN1CCOCC1	14%	10%	0.13	-0.21	0.012	-0.74	-13%	-0.1%	14%	12%	0.6%	-22%
Cn1ccnc1C(O)(c1nnc(-c2ccccc2)o1)C(F)(F)F (stereo not drawn)	-3%	-2%	-0.54	-0.3	-0.32	0.23	-3%	0.3%	-1%	0%	5.1%	-10%
COc1cccc(CNC(=O)C2CCN(c3nn4c(=O)cc(C)nc4s3)CC2)c1	10%	·	·	·	·	·	-14%	-0.2%	-13%	·	-9.0%	-9%
CC(c1ccccc1)N1C(=O)c2ccccc2C1O (stereo not drawn)	8%	0%	-0.12	-0.24	-0.053	0.056	3%	0.2%	-9%	-3%	-4.0%	-16%
CCC(C)NCCOCCOc1ccc(Cl)c(C)c1C (stereo not drawn)	13%	0%	-0.33	-0.2	-0.45	0.77	-1%	-0.2%	-6%	-7%	3.3%	-19%
COc1ccc(S(=O)(=O)Nc2ccc(S(=O)(=O)N3CCOCC3)cc2)cc1	9%	7%	0.69	-0.1	0.41	0.15	1%	-0.2%	29%	11%	-4.3%	6%
Cc1cc(C(F)(F)F)n(-c2nc(C(=O)Nc3ccccc3Oc3ccccc3)cs2)n1	29%	-3%	-0.016	0.15	0.55	-0.39	-3%	-0.1%	9%	-12%	0.4%	7%
CN(C)S(=O)(=O)c1ccc(C(=O)OCC2COC(C)(C)O2)cc1 (stereo not drawn)	9%	·	·	·	·	·	-19%	-0.2%	2%	·	-1.1%	-44%
O=C(Nc1nc2c(s1)CCCC2)C1CCCN1C(=O)c1cccs1 (stereo not drawn)	-10%	12%	2.9	-0.056	1.6	-2.2	15%	0.3%	3%	-1%	0.5%	-1%
C/C(=N\NC(N)=O)c1ccc(Cl)s1	?	7%	-0.63	-0.24	-0.19	0.21	14%	0.0%	-12%	2%	1.1%	3%
O=c1cc(-c2ccccc2)nc2nc[nH]n12	-6%	2%	-0.67	0.032	-0.49	0.37	5%	-0.1%	21%	5%	-3.8%	0%
COCCCNC(=O)CCn1c(=O)c2ccccc2n(CC(=O)Nc2ccc(C)cc2C)c1=O	7%	-1%	-0.8	-0.18	-0.14	-1	4%	-0.2%	18%	4%	-3.0%	-11%
CCOP(=O)(OCC)c1ccccc1OCP(C)(=O)COc1ccccc1P(=O)(OCC)OCC	3%	·	·	·	·	·	17%	-0.1%	39%	·	-1.1%	5%
CCC(C)Oc1nc2ccccc2nc1NS(=O)(=O)c1ccccc1 (stereo not drawn)	4%	8%	-0.64	-0.097	-0.39	0.73	6%	0.3%	-23%	12%	8.4%	12%
COc1ccccc1Nc1nc(C)cc(C)c1C(N)=O	-2%	-3%	-0.23	-0.27	-0.31	0.45	-4%	-0.2%	8%	-11%	-2.4%	-28%
Cc1ccc2cc(C#N)c(N3CCCN(C(=O)C4CCCO4)CC3)nc2c1C (stereo not drawn)	33%	3%	1.1	-0.055	0.84	-0.024	4%	-0.3%	1%	3%	13%	20%
COc1ccc(C)cc1S(=O)(=O)n1c([N+](=O)[O-])cnc1C	-3%	·	·	·	·	·	18%	-0.1%	-32%[20 µM]	·	·	-12%
CCN(CCCNC(=O)C1CCN(S(=O)(=O)c2c(C)[nH]c(=O)[nH]c2=O)CC1)c1cccc(C)c1	-9%	-2%	-0.17	-0.29	0.21	0.56	-5%	-0.1%	-31%	8%	0.3%	-13%

Sorted by the number under M17LAP inhibition (lowest first): some entries from above.
| structure | M17LAP inhibition |
| --- | --- |
| Cc1cc(C(F)(F)F)n(-c2nc(C(=O)Nc3ccccc3Oc3ccccc3)cs2)n1 | -12% |
| COc1ccc(-c2cc(=O)c3cc(OC)ccc3[nH]2)cc1 | -4% |
| CCC(C)Oc1nc2ccccc2nc1NS(=O)(=O)c1ccccc1 (stereo not drawn) | 12% |
| Clc1ccc2nnnc(-c3ccccc3)c2c1 | 14% |
| CC(C)OCCCN1CN(S(=O)(=O)c2ccccc2)c2nc3ccccc3nc21 | 15% |

Further results.
SMILES	AID2073	M1AAP inhibition	Dynein cargo inh	Dynein cargo inh cytoplasmic EGFP	Dynein cargo inh nuclear GR-EGFP	Dynein cargo inh cell count	HEK293 NOD2/NF-kB	GPR55 beta-arrestin	KOR beta-arrestin-1	M17LAP inhibition	KOR beta-arrestin-2	NOD1 NF-kB reporter
CCOC(=O)C1=C(N)OC2=C(C(=O)CCC2)C1c1sccc1C (stereo not drawn)	10%	-1%	-0.9	-0.25	-0.83	0.88	13%	-0.3%	8%	10%	4.1%	0%
Cc1cc2c(c(=O)n1C)C(Cc1ccccc1)C(C#N)=C(N)O2 (stereo not drawn)	-12%	-3%	-0.9	-0.17	-0.31	0.96	-8%	0.2%	29%	-4%	-3.4%	-18%
CC(=O)N1CCc2cc(S(=O)(=O)Nc3ccc(C)cc3C)ccc21	13%	·	·	·	·	·	26%	-0.1%	-7%	·	-4.5%	4%
COC(=O)CC/C(C)=N\Nc1ccc([N+](=O)[O-])cc1[N+](=O)[O-]	0%	2%	-0.99	-0.058	-0.25	0.16	16%	0.3%	-11%	-2%	3.3%	-24%
COc1ccccc1CN(C(=O)Cc1cccs1)C(C(=O)NC1CCCC1)c1ccncc1 (stereo not drawn)	-8%	12%	1.2	-0.11	0.71	-1.4	8%	-0.1%	8%	12%	4.8%	4%
COc1ccc(C(=O)COC(=O)/C=C/c2ccc(S(=O)(=O)Nc3cccc(S(N)(=O)=O)c3)cc2)cc1	34%	7%	0.6	-0.19	0.038	0.23	-11%	-0.1%	4%[20 µM]	2%	-2.1%	-12%
COc1ccc(CNC(=O)CC(C)S(=O)(=O)c2ccc3c(c2)NC(=O)CO3)cc1 (stereo not drawn)	9%	·	·	·	·	·	4%	-0.1%	-15%	·	6.4%	6%
COc1ccc(OC(=O)c2cn(C)nc2C(F)(F)F)cc1	4%	0%	-0.11	0.072	-0.15	-0.61	6%	0.0%	-23%	-2%	0.2%	-33%
CCc1ccc(NC(=O)CSc2nc3cc(C(=O)OC)ccc3c(=O)n2Cc2ccco2)cc1	29%	-5%	0.93	-0.024	1.2	-2	0%	-0.1%	-8%	2%	-0.8%	-7%
Cn1c(CNC(=O)CNS(=O)(=O)c2ccccc2)cc(=O)n(C)c1=O	18%	·	·	·	·	·	-12%	-0.1%	-10%	·	11%	43%
O=C(NC1CCCCC1)N1CCCCCCC1	-7%	-1%	-0.41	-0.18	-0.086	0.95	-4%	0.2%	-6%	-5%	7.2%	-23%
CCn1c(SCC(=O)Nc2ccc(C(=O)OC)cc2)nc2cccnc21	13%	10%	0.46	-0.25	0.14	0.26	24%	-0.4%	14%	5%	-6.4%	-1%
CC(C)c1ccc(NC(=O)C2CSC3(C)CCC(=O)N23)cc1 (stereo not drawn)	2%	·	·	·	·	·	4%	0.3%	-2%	·	0.5%	-10%

Compound profiles, from the list above. Order of screens: AID2073 | M1AAP inhibition | Dynein cargo inh | Dynein cargo inh cytoplasmic EGFP | Dynein cargo inh nuclear GR-EGFP | Dynein cargo inh cell count | HEK293 NOD2/NF-kB | GPR55 beta-arrestin | KOR beta-arrestin-1 | M17LAP inhibition | KOR beta-arrestin-2 | NOD1 NF-kB reporter
Results for `COc1cccc(CNC(=O)C2CCN(c3nn4c(=O)cc(C)nc4s3)CC2)c1` → 10% | · | · | · | · | · | -14% | -0.2% | -13% | · | -9.0% | -9%
Results for `Cc1cc2c(c(=O)n1C)C(Cc1ccccc1)C(C#N)=C(N)O2` (stereo not drawn) → -12% | -3% | -0.9 | -0.17 | -0.31 | 0.96 | -8% | 0.2% | 29% | -4% | -3.4% | -18%

Compound activity deposited in PubChem BioAssay by several laboratories.
